Compound activity (PubChem)
TbPYK inhibitor – inhibitors of Trypanosoma brucei pyruvate kinase. Q57TT1. TbPYK enzyme, Kinase-Glo Plus ATP luminescence, 45 min. Potency, µM (titrated, usually from 76.8 µM), for the others: top-dose activity, negative = inhibition, actives largely listed as inhibitors. 410,000 compounds, 0.12% hits. AID 624173; note: nearly all actives have a fitted effect of over 50% in size
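Luminescence from Kinase-Glo Plus, added after a 45-minute room-temperature reaction, served as the end-point read-out. The enzyme and substrate were preincubated with compound before ADP (130 uM final) initiated turnover. Concentration-effect curves came from normalized qHTS data.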
Pf growth 48h – inhibits P. falciparum growth in the first generation, 48 h; P. falciparum luciferase growth in erythrocytes, 48 h; Potency, µM (series often up to 28.7 µM), for inactives: at the top dose activity change, negative = inhibition, hits mostly inhibitors; 310,000 compounds, 5.9% hits; AID 504832
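Luciferase-expressing parasites in RBCs, 2% Hct / 0.1% parasitemia final; RPMI 1640 + 0.5% Albumax; 37 C, 5% CO2, one generation; luminescence read-out, lower signal = inhibition.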
Sm TGR block – S. mansoni TGR enzyme inhibition; Q962Y6; purified TGR, DTNB reduction, TNB absorbance 405 nm; Potency, µM (highest dose often 114 µM), without a hit: top-dose activity change, negative = inhibition, actives largely listed as inhibitors; 360,000 compounds, 3% hits; AID 485364; note: nearly all actives have a fitted effect of over 60% in size
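First, TGR (20 nM dispensed) and NADPH were mixed with compound. Second, a 15 min room-temperature incubation followed. Third, further NADPH and then DTNB were added to start the reaction. Finally, TNB absorbance was monitored kinetically.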
HCV inhibitor – blocks hepatitis C virus. AID 651820. 340,000 compounds, 3.4% hits. Huh7.5.1 HCVcc-Cre infection, luciferase reporter, 44 h. Potency, µM (highest dose often 41.8 µM), for inactives: at the highest dose activity change, negative = inhibition, actives largely listed as inhibitors
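Compounds are dispensed onto cells plated 4 h earlier at 1,000 per well, with HCVcc-Cre virus (about 0.5 moi) added next. Following 44 h of culture, luminescent signal is measured for 15 sec after 15 min with substrate at room temperature.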
Pf growth 96h – P. falciparum growth inhibition at 96 hours. P. falciparum luciferase reporter growth, 96 h. Potency, µM (series often up to 28.7 µM), without a hit: at the top dose activity change, negative = inhibition, usual class: inhibitors. 320,000 compounds, 6.9% hits
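Two-generation exposure (96 h) targets delayed-death phenotype. Reporter parasites carrying integrated firefly luciferase, in red cells at 2% hematocrit and 0.05% parasitemia final, kept at 37 C, 5% CO2; luminescence loss indicates inhibition.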
LmPK inhibitor – LmPK (Leishmania mexicana) enzyme inhibition; purified LmPK, Kinase-Glo ATP luminescence, 1 h; Potency, µM (series often up to 57.5 µM), for inactives: at the top dose activity change, negative = inhibition, actives largely listed as inhibitors; 290,000 compounds, 0.37% hits
Target sequence (Q27686 whole entry, looked up): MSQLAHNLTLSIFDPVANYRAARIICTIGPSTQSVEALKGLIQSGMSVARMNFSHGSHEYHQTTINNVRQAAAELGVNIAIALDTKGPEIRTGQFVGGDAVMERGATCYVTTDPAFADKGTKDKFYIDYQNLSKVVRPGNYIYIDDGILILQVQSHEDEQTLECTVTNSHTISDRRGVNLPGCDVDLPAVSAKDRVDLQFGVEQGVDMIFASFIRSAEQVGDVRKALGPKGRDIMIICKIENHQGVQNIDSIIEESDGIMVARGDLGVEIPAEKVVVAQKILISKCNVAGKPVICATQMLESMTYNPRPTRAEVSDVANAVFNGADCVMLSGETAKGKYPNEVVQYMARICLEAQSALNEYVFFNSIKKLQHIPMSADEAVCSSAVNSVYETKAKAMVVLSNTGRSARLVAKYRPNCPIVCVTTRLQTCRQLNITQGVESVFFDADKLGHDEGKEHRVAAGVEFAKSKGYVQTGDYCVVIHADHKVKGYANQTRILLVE
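Pyruvate kinase activity monitored as ATP production (luciferase luminescence). Conditions: 0.1 nM enzyme, 0.5 mM PEP, 0.1 mM ADP, 1 h, RT; normalized against uninhibited and no-enzyme wells.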
* hit, by the source's call; [ ] = another dose, or the depositor's remark. Calls come from the whole dose curve; as a rule, active = well fitted curve in the direction sought with a large enough effect; inconclusive = small, poorly fitted or top-dose-only effect, or another doubt; inactive = no such curve, though single readings can be large; an effect the other way counts as inactive or inconclusive. % is set by controls: 0 for no effect and ±100 for the full control effect; potency is the fitted concentration of half-maximal effect.

How did Cc1ccccc1CC(=O)N1CCCC(CNC(=O)c2ccc(F)cc2)C1 (centres undefined) do in these assays?
TbPYK inhibitor: -1%; Pf growth 48h: -15%; Sm TGR block: 2%; HCV inhibitor: 7%; Pf growth 96h: inconclusive; LmPK inhibitor: 8%

What do the screens show for `O=[N+]([O-])c1ccc(N/N=C\c2cccnc2)nc1`?
TbPYK inhibitor: -4%; Pf growth 48h: 84%[activator]; Sm TGR block: -4%; HCV inhibitor: 5%; Pf growth 96h: 19%; LmPK inhibitor: -3%

How did CCn1c(SCC(=O)c2ccccc2)nnc1-c1ccoc1C do in these assays?
TbPYK inhibitor: 7%; Pf growth 48h: 46%[activator]; Sm TGR block: 0%; HCV inhibitor: -19%; Pf growth 96h: 0%; LmPK inhibitor: 2%

How did COc1ccccc1NC(=O)CCn1cnc2ccccc2c1=O do in these assays?
TbPYK inhibitor: -7%; Pf growth 48h: 5%; Sm TGR block: -2%; Pf growth 96h: 38%[activator]

What do the screens show for `COc1ccccc1/C=N/NC(=S)NCc1ccco1`?
TbPYK inhibitor: 1%; Pf growth 48h: -9%; Sm TGR block: -5%; HCV inhibitor: -8%; Pf growth 96h: inconclusive; LmPK inhibitor: 5%

How did Cc1ccc(NC(=O)COC(=O)Cn2cnc3c2c(=O)n(C)c(=O)n3C)cc1Cl do in these assays?
TbPYK inhibitor: 1%; Pf growth 48h: 9%; Sm TGR block: 1%; HCV inhibitor: -4%; Pf growth 96h: 19%; LmPK inhibitor: -5%

Results for Cc1ccc(SCCN2CCN(CC(C)C)CCC2=O)cc1 ?
TbPYK inhibitor: 2%; Pf growth 48h: 7%; Sm TGR block: inconclusive; HCV inhibitor: 6%; Pf growth 96h: 45%[activator]; LmPK inhibitor: -4%

What do the screens show for `C#CCOCCOCCOCCNc1nc(N2CCOCC2)nc(N2CCN(C(=O)[C@H](Cc3cc4ccccc4[nH]3)n3cc([C@@H](N)CC(C)C)nn3)CC2)n1`?
TbPYK inhibitor: -2%; Pf growth 48h: 2.3µM*; Sm TGR block: -29%; HCV inhibitor: -3%; Pf growth 96h: 4.1µM*; LmPK inhibitor: 3%

What do the screens show for `Cc1ccc(NC(=S)NNC(=O)c2ccccc2O)c(C)c1`?
TbPYK inhibitor: -9%; Pf growth 48h: inconclusive; Sm TGR block: 9%; HCV inhibitor: -15%; Pf growth 96h: -3%[5.75 µM]; LmPK inhibitor: 0%

What do the screens show for `O=C1N(CN2CCC3(CC2)OCCO3)c2ccccc2C12OCCCO2`?
TbPYK inhibitor: -10%; Pf growth 48h: inconclusive; Sm TGR block: -5%; HCV inhibitor: 5%; Pf growth 96h: -12%; LmPK inhibitor: 3%

What do the screens show for `C/C(=N\NC(=O)c1ccc(Cl)cc1)c1cccc(NC(=O)C(C)C)c1`?
TbPYK inhibitor: 13%; Pf growth 48h: 5%; Sm TGR block: -15%; HCV inhibitor: -5%; Pf growth 96h: 75%[activator]; LmPK inhibitor: 0%

How did Cc1nc(NC(C)c2ccccc2)sc1C(=O)Nc1ccccc1 (centres undefined) do in these assays?
TbPYK inhibitor: -1%; Pf growth 48h: inconclusive; Sm TGR block: -1%; HCV inhibitor: -13%; Pf growth 96h: 50%[activator]; LmPK inhibitor: 5%

What do the screens show for `CCN(CC)S(=O)(=O)c1ccc(NC(=O)c2ccc(NS(C)(=O)=O)cc2)cc1`?
TbPYK inhibitor: -11%; Pf growth 48h: -18%; Sm TGR block: 1%; HCV inhibitor: inconclusive; LmPK inhibitor: 2%

How did CCc1ccc(NC(=O)CSc2nc3ccccc3c(=O)n2CCN2CCOCC2)cc1 do in these assays?
TbPYK inhibitor: 0%; Pf growth 48h: 17%; Sm TGR block: -17%; HCV inhibitor: 16%; Pf growth 96h: -19%; LmPK inhibitor: 3%

How did COC(=O)[C@@]1(Cc2ccc(F)cc2)[C@H]2c3cc(C(=O)N(C)C)n(CCc4ccccn4)c3C[C@H]2CN1C(=O)c1ccccc1 do in these assays?
TbPYK inhibitor: -5%; Pf growth 48h: 2.6µM*; Sm TGR block: -12%; HCV inhibitor: 15%; Pf growth 96h: 3.3µM*; LmPK inhibitor: 1%

What do the screens show for `CCOC(=O)c1c(N)c(C#N)nn1-c1ccccc1C(=O)OC`?
Pf growth 48h: 9%; Sm TGR block: 2%; HCV inhibitor: -20%; Pf growth 96h: 25%; LmPK inhibitor: 1%

Results for CCOc1ccc(NS(=O)(=O)c2ccc(C(=O)NCC(c3ccco3)N3CCCC3)cc2)cc1 (centres undefined) ?
TbPYK inhibitor: -1%; Pf growth 48h: inconclusive; Sm TGR block: 2%; HCV inhibitor: -12%; Pf growth 96h: inconclusive

Results for CCOC(=O)c1c(-c2ccc(F)cc2)csc1NC(=O)C1CCCO1 (centres undefined) ?
TbPYK inhibitor: -12%; Pf growth 48h: -7%; Sm TGR block: -26%; HCV inhibitor: -16%; Pf growth 96h: -3%; LmPK inhibitor: 9%

What do the screens show for `O=C(CCNc1n[nH]c(=O)[nH]c1=O)N/N=C/c1ccccc1Br`?
TbPYK inhibitor: 2%; Pf growth 48h: 16%; Sm TGR block: -1%; HCV inhibitor: 7%; Pf growth 96h: 1%; LmPK inhibitor: -2%

Results for CC(C(=O)N1CCC(C(N)=O)CC1)N(c1ccc(Oc2ccccc2)cc1)S(C)(=O)=O (centres undefined) ?
TbPYK inhibitor: 5%; Sm TGR block: -3%; HCV inhibitor: 6%; Pf growth 96h: -44%; LmPK inhibitor: -11%

The final 3 records of the part above open the next one:
Results for CCOC(=O)c1c(-c2ccc(F)cc2)csc1NC(=O)C1CCCO1 (centres undefined) ?
TbPYK inhibitor: -12%; Pf growth 48h: -7%; Sm TGR block: -26%; HCV inhibitor: -16%; Pf growth 96h: -3%; LmPK inhibitor: 9%

What do the screens show for `O=C(CCNc1n[nH]c(=O)[nH]c1=O)N/N=C/c1ccccc1Br`?
TbPYK inhibitor: 2%; Pf growth 48h: 16%; Sm TGR block: -1%; HCV inhibitor: 7%; Pf growth 96h: 1%; LmPK inhibitor: -2%

Results for CC(C(=O)N1CCC(C(N)=O)CC1)N(c1ccc(Oc2ccccc2)cc1)S(C)(=O)=O (centres undefined) ?
TbPYK inhibitor: 5%; Sm TGR block: -3%; HCV inhibitor: 6%; Pf growth 96h: -44%; LmPK inhibitor: -11%

Results for Cn1c2ccccc2c2cc(C(=O)N3CCN(CCO)CC3)sc21 ?
TbPYK inhibitor: -1%; Pf growth 48h: 14%; Sm TGR block: -4%; HCV inhibitor: 1%; Pf growth 96h: 14%; LmPK inhibitor: -2%

What do the screens show for `NC(=S)N/N=C/c1ccc2c(c1)OCCO2`?
TbPYK inhibitor: -4%; Pf growth 48h: 113%[activator]; Sm TGR block: 0%; HCV inhibitor: -22%; Pf growth 96h: -7%; LmPK inhibitor: -1%

Results for CCCS(=O)(=O)N1CCC(Cc2ccc(OC)cc2)(C(=O)OCC)CC1 ?
TbPYK inhibitor: -9%; Pf growth 48h: 9%; Sm TGR block: 2%[57.1 µM]; HCV inhibitor: -12%; Pf growth 96h: 1%; LmPK inhibitor: -5%

Results for COc1ccccc1OCCCOc1c(Cl)cc(C)cc1Cl ?
TbPYK inhibitor: -4%; Pf growth 48h: -1%; Sm TGR block: 4%; HCV inhibitor: 1%; Pf growth 96h: -17%; LmPK inhibitor: -6%

What do the screens show for `CCS(=O)(=O)NCCc1csc(C)n1`?
TbPYK inhibitor: 1%; Pf growth 48h: 12%; Sm TGR block: 8%; HCV inhibitor: 6%; Pf growth 96h: inconclusive; LmPK inhibitor: 4%

How did O=C(CN1C(=O)c2cccc3cccc1c23)N1CCN(c2ccc(F)cc2)CC1 do in these assays?
TbPYK inhibitor: -11%; Pf growth 48h: 14%; Sm TGR block: 2%; HCV inhibitor: -1%; Pf growth 96h: 113%[activator]; LmPK inhibitor: -1%

How did CCCNC(=O)C1CC(c2cccc(F)c2)=NO1 (centres undefined) do in these assays?
TbPYK inhibitor: -6%; Pf growth 48h: 58%[activator]; Sm TGR block: 11%; HCV inhibitor: 13%; Pf growth 96h: 78%[activator]; LmPK inhibitor: 3%

Results for NC(=O)C1CCN(c2nc(-c3ccccc3C(F)(F)F)cs2)CC1 ?
TbPYK inhibitor: inconclusive; Pf growth 48h: 14%; Sm TGR block: -1%; Pf growth 96h: -7%

Results for Cc1[nH]c2ccccc2c1N=Nc1cccc(C(=O)O)c1 ?
TbPYK inhibitor: -9%; Pf growth 48h: 168%[activator]; Sm TGR block: 4%; HCV inhibitor: 1%; Pf growth 96h: 36%[activator]; LmPK inhibitor: -2%

Results for COc1ccc(C2(NC(C)=O)CCN(Cc3cccnc3)CC2)cc1 ?
TbPYK inhibitor: -6%; Pf growth 48h: -9%; Sm TGR block: -20%; HCV inhibitor: 0%; Pf growth 96h: 93%[activator]; LmPK inhibitor: 1%

Results for COc1ccc(/C=C/C(=O)c2ccc([N+](=O)[O-])o2)cc1OC ?
TbPYK inhibitor: -4%; Pf growth 48h: 12µM*; Sm TGR block: 6.3µM*; HCV inhibitor: 5.6µM*; Pf growth 96h: inconclusive

Results for COc1cc2cc(C[C@H](C)O)oc(=O)c2cc1OC ?
TbPYK inhibitor: 15%; Pf growth 48h: 41%[activator]; Sm TGR block: 0%; HCV inhibitor: 9%; Pf growth 96h: 36%[activator]

How did CCC(c1nnc(SCC(=O)N2CC3(C)CC2CC(C)(C)C3)o1)N(C)C (centres undefined) do in these assays?
TbPYK inhibitor: -4%; Pf growth 48h: -1%; Sm TGR block: -10%; HCV inhibitor: 11%; Pf growth 96h: -19%; LmPK inhibitor: -4%

Results for CCN(CC)CCNC(=O)c1ccc(NC(=O)c2c(C)nn(-c3ccc(F)cc3)c2Cl)cc1 ?
TbPYK inhibitor: -6%; Pf growth 48h: inconclusive; Sm TGR block: -12%; HCV inhibitor: -26%; Pf growth 96h: -10%; LmPK inhibitor: 3%

Results for Cc1c(/C(O)=C2\C(=O)C(=O)N(CCN(C)C)C2c2ccco2)cnn1-c1ccccc1 (centres undefined) ?
Sm TGR block: inconclusive; HCV inhibitor: 10%; Pf growth 96h: 243%[activator]; LmPK inhibitor: 2%

Results for O=C(COc1ncnc2sccc12)N1CCN(S(=O)(=O)c2ccc(Cl)cc2)CC1 ?
TbPYK inhibitor: -2%; Pf growth 48h: -2%; Sm TGR block: 3%; HCV inhibitor: 5%; Pf growth 96h: inconclusive; LmPK inhibitor: 4%

Results for Cc1ccc(-c2[nH]c3ccccc3c2SCCN)cc1 ?
TbPYK inhibitor: 0%; Pf growth 48h: 0%; Sm TGR block: 17%; HCV inhibitor: -4%; Pf growth 96h: -26%; LmPK inhibitor: 1%

Results for O=C(NCCc1cn2ccccc2n1)C1CCCCC1 ?
TbPYK inhibitor: -2%; Pf growth 48h: 20%; Sm TGR block: 1%; HCV inhibitor: 4%; Pf growth 96h: 36%[activator]; LmPK inhibitor: -2%

Results for Cn1cc(CN2CCN(Cc3ccccc3)CC2)c(-c2cccc(Cl)c2)n1 ?
TbPYK inhibitor: 8%; Pf growth 48h: inconclusive; Sm TGR block: 32µM*; HCV inhibitor: 13%; Pf growth 96h: inconclusive; LmPK inhibitor: 4%

What do the screens show for `CC(=O)Nc1ccc(NC(=O)CSc2nnnn2-c2ccc3c(c2)OCCO3)cc1`?
TbPYK inhibitor: 1%; Pf growth 48h: 0%; Sm TGR block: 9%; HCV inhibitor: 30%; Pf growth 96h: inconclusive; LmPK inhibitor: 2%

How did Cc1nnc(SCCC(=O)Nc2ccc(F)cc2)s1 do in these assays?
TbPYK inhibitor: -7%; Sm TGR block: -13%; HCV inhibitor: -13%; Pf growth 96h: 28%; LmPK inhibitor: -1%
